Bioassay records (PubChem BioAssay)
HePTP inh – human HePTP phosphatase inhibition; 0.64% of 110,000 active; inhibition, % at 20 µM; recombinant HePTP phosphatase activity, OD absorbance; P35236; in the data active = inhibition above about 50%;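 note: plate controls were vehicle for no effect and reference inhibitor for full effect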
Target sequence (P35236 whole entry, looked up): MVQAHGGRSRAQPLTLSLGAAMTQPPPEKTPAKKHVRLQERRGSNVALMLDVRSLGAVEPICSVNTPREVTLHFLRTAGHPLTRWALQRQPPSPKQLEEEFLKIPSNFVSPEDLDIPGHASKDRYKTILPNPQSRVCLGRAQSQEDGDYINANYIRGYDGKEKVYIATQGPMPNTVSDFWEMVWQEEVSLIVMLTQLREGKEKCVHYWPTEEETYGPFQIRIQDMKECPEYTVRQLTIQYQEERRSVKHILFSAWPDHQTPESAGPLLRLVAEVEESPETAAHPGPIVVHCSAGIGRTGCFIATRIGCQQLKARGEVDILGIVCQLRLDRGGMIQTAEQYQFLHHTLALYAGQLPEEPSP
BAP1 inh – inhibitors of human BAP1 deubiquitinase. Q92560. recombinant BAP1, Ub-AMC hydrolysis fluorescence kinetic; hits give low values. activity remaining (% of control), % at 20 µM. 0.48% of 72,000 active. AID 436;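 active = activity remaining at or below 50% of control, provided the compound also passes the data quality filters; inactive = the rest, including low values that fail the filters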;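 note: 100% = DMSO wells rate and 0% = substrate alone blank rate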
Target sequence (Q92560 whole entry, looked up): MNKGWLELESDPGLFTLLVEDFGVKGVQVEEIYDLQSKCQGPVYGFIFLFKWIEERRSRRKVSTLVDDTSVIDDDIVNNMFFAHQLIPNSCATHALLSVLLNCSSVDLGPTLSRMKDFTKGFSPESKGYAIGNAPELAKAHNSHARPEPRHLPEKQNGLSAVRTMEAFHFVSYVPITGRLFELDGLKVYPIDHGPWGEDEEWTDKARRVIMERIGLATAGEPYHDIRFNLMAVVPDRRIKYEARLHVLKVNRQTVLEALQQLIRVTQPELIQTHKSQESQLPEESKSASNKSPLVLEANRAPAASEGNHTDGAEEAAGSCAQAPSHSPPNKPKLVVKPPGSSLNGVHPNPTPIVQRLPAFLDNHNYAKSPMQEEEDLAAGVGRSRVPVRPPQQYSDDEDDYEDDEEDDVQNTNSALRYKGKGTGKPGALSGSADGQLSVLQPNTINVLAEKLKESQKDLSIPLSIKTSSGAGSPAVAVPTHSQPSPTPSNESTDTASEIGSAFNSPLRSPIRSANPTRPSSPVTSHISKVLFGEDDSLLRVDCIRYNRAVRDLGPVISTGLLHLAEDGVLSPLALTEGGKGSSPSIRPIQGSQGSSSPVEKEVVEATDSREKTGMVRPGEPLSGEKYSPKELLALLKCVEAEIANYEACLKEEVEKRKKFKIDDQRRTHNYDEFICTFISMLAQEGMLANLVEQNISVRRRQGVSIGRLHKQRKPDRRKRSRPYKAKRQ
The depositor's hits bear a star; . = no result given; & = joins results of further samples.

no.	HePTP inh	BAP1 inh	Compound
1	-7.6	.	COc1ccccc1C(=O)N1c2ccccc2C(Nc2ccccc2)CC1C (centres undefined)
2	6.2	78.0	O=C(Oc1ccccc1)c1cccc2cccnc12
3	4.9	.	COc1ccc2c(c1)-c1c(sn(-c3cc(C)ccc3O)c1=S)C(C)(C)N2
4	4.0	93.8	Cc1ccc(C(C(=O)NC2CCCCC2)N(CC2CCCO2)C(=O)CNC(=O)c2ccco2)cc1 (centres undefined)
5	4.1	76.1	O=C(O)CNC(=O)C1COc2ccccc2O1 (centres undefined)
6	-4.9	.	O=C(Nc1nnc(CC(=O)N2CCOCC2)s1)C1COc2ccccc2O1 (centres undefined)
7	-10.8	.	CC1(C)CC(=O)c2sc(NC(=O)c3ccccc3Cl)nc2C1
8	2.9	.	CCc1cc2c(C)cc(=O)oc2cc1O
9	-2.3	70.1	Cc1ccc2oc3c(c(=O)c2c1)C(c1cccc(Br)c1)N(Cc1ccco1)C3=O (centres undefined)
10	9.6	.	COc1ccccc1N1CCN(C(=O)Cc2ccc(Cl)cc2)CC1
11	7.5	53.2	O=C(Oc1ccc(-c2nc(-c3ccccn3)no2)cc1)c1ccccc1
12	3.7&7.3	124.5	Nc1nc(-c2cccs2)c(NC(=O)c2ccccc2)s1
13	-5.7	89.0	CCC(C)N1C(=O)C2C(C(=O)Nc3cccc(OC)c3)C3C=CC2(O3)C1C(=O)NC1CCCCC1C (centres undefined)
14	7.2	96.2	CC(=O)N1CCCc2cc(S(=O)(=O)NC(C(=O)NC(C)c3ccccc3)C(C)C)ccc21 (centres undefined)
15	5.1	.	O=C1N=C2C=CC=CN2C(=O)C1Cc1ccccc1 (centres undefined)
16	6.1	77.3	O=C(NCCCN1CCN(c2ccccc2)CC1)Nc1ccccc1C(F)(F)F
17	-6.5	.	NC1=NC(=O)C(Cc2ccc(Br)cc2)S1 (centres undefined)
18	6.0	.	COc1cc(/C=C2/C(=O)NC(=O)N(c3cccc(C)c3)C2=O)ccc1OCCOc1ccc([N+](=O)[O-])cc1
19	.	82.2	CCc1cc2c(=O)c(-c3nc(C)cs3)coc2cc1OC(C)C(=O)NCCO (centres undefined)
20	6.3	.	CC1=NNC(=O)C1CC(=O)N/N=C/c1cccc(O)c1 (centres undefined)
21	9.1	121.4	COCCCn1c2nc3ccccc3nc2c2c(=O)n(Cc3ccc(Cl)cc3)c(C)nc21
22	9.0	.	CC(=O)Oc1ccccc1N1C(=O)c2ccc(-c3nc4ccccc4c(=O)o3)cc2C1=O
23	4.6	79.2	Cn1c(=O)n(C)c(=O)n(CC(=O)N2CCCCC2)c1=O
24	3.9	88.2	Cc1ccc2cc(C#N)c(N3CCCN(C(=O)C4CCCO4)CC3)nc2c1 (centres undefined)
25	6.6	.	FC(F)C(F)(F)c1nc2ccccc2[nH]1
26	.	89.9	O=C1NC(=O)C(c2ccccc2[N+](=O)[O-])=C1Nc1ccc(O)c(Cl)c1
27	-4.4	.	Cc1ccc(C(=O)Nc2ccccc2C(=O)Nc2ccccc2C(=O)O)cc1
28	-1.4	107.2	COCCn1c(SCC(=O)N2CCCC2)nnc1C(C)C
29	9.5	111.8	Cc1c(NC(=O)CSc2nnc3sc4ccccc4n23)c(=O)n(-c2ccccc2)n1C
30	-0.9	.	CCc1ccc(C2Nc3ccccc3NC3=C2C(=O)CC(c2ccc(OC)cc2)C3)s1 (centres undefined)
31	-0.1	93.6	CCOc1ccccc1N1CCN(S(=O)(=O)CC)CC1
32	13.6	98.1	COc1cc(C2Nc3ccc4ncccc4c3C3=C2C(=O)CCC3)ccc1O (centres undefined)
33	-8.9	116.7	O=C(NCCNC(=O)c1cccs1)c1ccco1
34	5.7	.	Cc1cc(-c2ccccc2)sc1/C(O)=C/c1nc2ccccc2[nH]c1=O
35	12.2	69.7	CCCn1c(=O)c2ccccc2n2c(SCC(=O)c3ccccc3)nnc12
36	2.2	95.1	O=C1CC(c2ccccc2)CC(O)=C1C=NCCCO (centres undefined)
37	11.8	111.4	OC1CCN(c2ncnc3c2nnn3Cc2c(F)cccc2Cl)CC1
38	3.0	107.8	CCc1nn(CC(=O)O)c(=O)c2ccccc12
39	-0.5	105.8	COc1cccc2cc(C(=O)N3CCN(C45CC6CC(CC(C6)C4)C5)CC3)c(=O)oc12
40	5.2	65.9	O=S(=O)(c1ccc(N2CCOCC2)cc1)N1CCOCC1
41	-2.5	43.1*	c1ccc(-c2nnc3sc(-c4csc5c4CCCC5)nn23)cc1
42	7.1	.	CCc1nn(-c2ccccc2)c(N)c1C
43	-11.3	.	O=C(O)CCCNS(=O)(=O)c1ccc(Br)cc1
44	-0.5	.	CCOc1ccc(-c2csc(-c3cc4cc([N+](=O)[O-])ccc4oc3=O)n2)cc1
45	7.7	96.4	CCOC(=O)N1CCC(NC(=O)c2cnn3c(C(F)(F)F)cc(-c4cccc(OC)c4)nc23)CC1
46	6.1	92.7	COc1ccccc1-c1nnc2sc(C3CCCCC3)nn12
47	6.5	114.6	Clc1ccc(-c2noc(CN3CCN(c4ccccc4)CC3)n2)cc1
48	0.3	.	O=C(O)c1ccc(-c2nc(-c3ccccc3)c(-c3cccs3)[nH]2)cc1
49	11.5	.	O=C(Nc1ccc2c3c(cccc13)CC2)c1ccc(Br)o1
50	-4.8	96.5	CC(NC(=O)c1ccco1)C(c1cccs1)N1CCN(c2ccccc2)CC1 (centres undefined)
51	7.3	116.5	CCN(CC)CCn1c(NCc2ccc(OC)cc2)nc2ccccc21
52	6.1	78.9	CC(=O)Nc1ccc(S(=O)(=O)N(C)c2ccccc2)cc1
53	-5.0	.	COc1cccc(N2C(=O)NC(=O)C(=Cc3ccc(O)cc3)C2=O)c1
54	.	57.7	Cc1cc(C)cc(CC2C(=O)N(c3ccc(I)cc3)C(=O)C2C)c1 (centres undefined)
55	0.9	73.3	CCOC(=O)C1=C(N)OC2=C(C(=O)CC(C)(C)C2)C1C1CCCCC1 (centres undefined)
56	-2.1	.	Cc1ccccc1NC(=O)C(=O)NCc1ccc(F)cc1
57	0.5	119.6	O=C(NCCN1CCOCC1)c1cc(-c2ccc(F)cc2)on1
58	5.1	.	Cc1ccc(-c2cc(C(F)(F)F)n3ncc(C(=O)N(C)Cc4ccccc4)c3n2)cc1
59	-8.5	86.8	Cc1ccc(C)c(S(=O)(=O)N2CCN(CC(=O)NC(=O)NCc3ccccc3)CC2)c1
60	-2.2	102.3	COc1ccccc1NC(=O)C1=C(C)Nc2nc(-c3ccc(N(C)C)cc3)nn2C1c1ccncc1 (centres undefined)

Further compounds follow.
no.	HePTP inh	BAP1 inh	Compound
61	2.6	73.2	CC1(C)Cc2ccccc2-c2nnc(-c3cccs3)n21
62	3.3	109.7	CCn1cc(C(=O)NCCCN2CCC(C)CC2)c(=O)c2cc(S(=O)(=O)N3CCCC3)ccc21
63	-9.5	.	COc1cccc(C(=O)Nc2cc(-c3nc4ccccc4o3)ccc2OC)c1
64	12.2	110.4	COc1cc(C2NC(=O)NC(O)(C(F)(F)F)C2C(=O)c2cccs2)ccc1O (centres undefined)
65	4.9	.	Cc1ccc(NC(=O)C(=O)NCCCO)cc1
66	12.9	99.2	COC(=O)c1oc2ccc(Br)cc2c1NC(C)=O
67	2.8	.	CCOC(=O)c1ccc(NC(=O)CN(c2ccc(Br)cc2)S(C)(=O)=O)cc1
68	7.6	94.9	O=C(NCCNC(=O)c1ccc(Br)o1)c1ccc(Br)o1
69	2.3&-0.9	73.7	O=C(NCc1ccco1)c1cnn2c(C(F)(F)F)cc(-c3ccccc3)nc12
70	.	107.2	Cc1ccc([N+](=O)[O-])cc1N1COc2ccc3ccccc3c2C1
71	-4.9	.	N#CC1=C(N)Oc2c(ccc3ccccc23)C1c1ccc(Cl)cc1Cl (centres undefined)
72	-2.1	88.5	COCCn1c(CNc2ccc(F)cc2)nnc1SCC(=O)Nc1ccc(OC)cc1OC
73	2.5	92.6	CC(C)(C)OC(=O)N1CCCC1C(=O)N1CCCC1C(=O)N1CCCC1C(=O)O (centres undefined)
74	6.0	.	C=CCN1C(=O)/C(=C2\SC(=S)N(Cc3ccco3)C2=O)c2ccccc21
75	8.6	.	Cc1ccc(C(=O)NCCNS(=O)(=O)c2ccccc2)cc1
76	8.4	.	CCOC(=O)c1ccccc1NC(=O)CN(c1ccc(OC)cc1)S(C)(=O)=O
77	6.0	.	CCOc1ccc(C(=O)Nc2cc(C)ccn2)cc1[N+](=O)[O-]
78	-5.0	90.7	O=C(c1ccco1)N1CCN(c2ncnc3scc(-c4cccs4)c23)CC1
79	4.0	110.0	O=C(NCc1ccc2c(c1)OCO2)C1CC(=O)N(C2CCCC2)C1 (centres undefined)
80	4.7	90.7	O=C1c2ccccc2C(Nc2cccnc2)N1Cc1ccc2c(c1)OCO2 (centres undefined)
81	8.8	108.7	COc1ccc(C2C3=C(CC(C)(C)CC3=O)Nc3c2c(=O)[nH]c(=O)n3Cc2ccccc2)cc1OC (centres undefined)
82	8.7	91.5	Cn1c(=O)c2c(nc(-n3ccnc3)n2Cc2ccc(Cl)cc2Cl)n(C)c1=O
83	6.8	109.7	CCCCCCOc1ccc(OCC(O)CN2C(=O)NC(C)(C)C2=O)cc1 (centres undefined)
84	8.4	80.0	CCCCn1nc(CC(=O)O)c2ccccc2c1=O
85	11.0	120.4	COc1nc(C#N)c(N2CCOCC2)o1
86	4.9	.	Cc1ccc2cc(C3=C/C(=C/c4ccccn4)C(=O)O3)ccc2c1
87	1.8	105.5	CN(C(=O)c1ccncc1)C1CC(C)(C)N(O)C(C)(C)C1
88	6.1	125.5	CC1CCCCC12NC(=O)N(Cn1nnc3ccccc3c1=O)C2=O (centres undefined)
89	.	66.3	CC(=O)N1CCc2cc(N=Cc3ccc(O)cc3)ccc21
90	7.8	.	Cc1ccc(C2=NOC(=O)/C2=C\C=C\c2ccccc2)cc1
91	-3.7	.	O=C(NC(=S)Nc1ccc(N2CCCCC2)c(Cl)c1)c1ccco1
92	7.6	106.8	Cc1occc1C(=O)Nc1nn[nH]n1
93	7.2	90.0	NC(=O)c1cccc(S(=O)(=O)N2CC(c3ccccc3)CC2=O)c1 (centres undefined)
94	-1.9	.	CCOC(=O)c1c(NC(=O)Cc2ccc(Cl)cc2)sc(C(=O)Nc2ccc(OC)cc2OC)c1C
95	3.5	.	CC(=O)c1cccc(NC(=O)c2cc(S(=O)(=O)N3CCOCC3)ccc2Cl)c1
96	2.4	96.0	COc1ccccc1Nc1nc(N)nc(CN2CCOCC2)n1
97	-2.4	.	C=CCN1C(=O)/C(=C\c2cc(C)n(-c3ccccc3)c2C)SC1=S
98	-0.7	68.6	CCC(=O)Nn1c(C)nnc1C
99	3.9	.	CCOc1ccc(N(CC(=O)NC(C)CC)S(=O)(=O)c2ccc(Br)cc2)cc1 (centres undefined)
100	-5.6	88.2	Cc1ccc2c(c1)N(CC(=O)N1CCCCCC1)C(=O)CO2
101	2.8	114.0	CC1CCC2(CC1)NC(=O)N(Cc1nc(-c3ccccc3)no1)C2=O (centres undefined)
102	-9.0	91.2	COc1cccc(NC(=O)n2nc(N)cc2-c2ccc(Cl)cc2)c1

Another view of 27 compounds above.
Results follow in this order: HePTP inh	BAP1 inh
76. CCOC(=O)c1ccccc1NC(=O)CN(c1ccc(OC)cc1)S(C)(=O)=O
→ 8.4	.
77. CCOc1ccc(C(=O)Nc2cc(C)ccn2)cc1[N+](=O)[O-]
→ 6.0	.
78. O=C(c1ccco1)N1CCN(c2ncnc3scc(-c4cccs4)c23)CC1
→ -5.0	90.7
79. O=C(NCc1ccc2c(c1)OCO2)C1CC(=O)N(C2CCCC2)C1 (centres undefined)
→ 4.0	110.0
80. O=C1c2ccccc2C(Nc2cccnc2)N1Cc1ccc2c(c1)OCO2 (centres undefined)
→ 4.7	90.7
81. COc1ccc(C2C3=C(CC(C)(C)CC3=O)Nc3c2c(=O)[nH]c(=O)n3Cc2ccccc2)cc1OC (centres undefined)
→ 8.8	108.7
82. Cn1c(=O)c2c(nc(-n3ccnc3)n2Cc2ccc(Cl)cc2Cl)n(C)c1=O
→ 8.7	91.5
83. CCCCCCOc1ccc(OCC(O)CN2C(=O)NC(C)(C)C2=O)cc1 (centres undefined)
→ 6.8	109.7
84. CCCCn1nc(CC(=O)O)c2ccccc2c1=O
→ 8.4	80.0
85. COc1nc(C#N)c(N2CCOCC2)o1
→ 11.0	120.4
86. Cc1ccc2cc(C3=C/C(=C/c4ccccn4)C(=O)O3)ccc2c1
→ 4.9	.
87. CN(C(=O)c1ccncc1)C1CC(C)(C)N(O)C(C)(C)C1
→ 1.8	105.5
88. CC1CCCCC12NC(=O)N(Cn1nnc3ccccc3c1=O)C2=O (centres undefined)
→ 6.1	125.5
89. CC(=O)N1CCc2cc(N=Cc3ccc(O)cc3)ccc21
→ .	66.3
90. Cc1ccc(C2=NOC(=O)/C2=C\C=C\c2ccccc2)cc1
→ 7.8	.
91. O=C(NC(=S)Nc1ccc(N2CCCCC2)c(Cl)c1)c1ccco1
→ -3.7	.
92. Cc1occc1C(=O)Nc1nn[nH]n1
→ 7.6	106.8
93. NC(=O)c1cccc(S(=O)(=O)N2CC(c3ccccc3)CC2=O)c1 (centres undefined)
→ 7.2	90.0
94. CCOC(=O)c1c(NC(=O)Cc2ccc(Cl)cc2)sc(C(=O)Nc2ccc(OC)cc2OC)c1C
→ -1.9	.
95. CC(=O)c1cccc(NC(=O)c2cc(S(=O)(=O)N3CCOCC3)ccc2Cl)c1
→ 3.5	.
96. COc1ccccc1Nc1nc(N)nc(CN2CCOCC2)n1
→ 2.4	96.0
97. C=CCN1C(=O)/C(=C\c2cc(C)n(-c3ccccc3)c2C)SC1=S
→ -2.4	.
98. CCC(=O)Nn1c(C)nnc1C
→ -0.7	68.6
99. CCOc1ccc(N(CC(=O)NC(C)CC)S(=O)(=O)c2ccc(Br)cc2)cc1 (centres undefined)
→ 3.9	.
100. Cc1ccc2c(c1)N(CC(=O)N1CCCCCC1)C(=O)CO2
→ -5.6	88.2
101. CC1CCC2(CC1)NC(=O)N(Cc1nc(-c3ccccc3)no1)C2=O (centres undefined)
→ 2.8	114.0
102. COc1cccc(NC(=O)n2nc(N)cc2-c2ccc(Cl)cc2)c1
→ -9.0	91.2
